Tb PYK inh: qHTS of Trypanosoma Brucei Inhibitors. pyruvate kinase (Trypanosoma brucei), Q57TT1. TbPYK enzyme, Kinase-Glo Plus ATP luminescence, 45 min. Potency, µM (series often up to 76.8 µM), without a hit: at the top dose activity, negative = inhibition, hits mostly inhibitors. 410,000 compounds, 0.12% hits; also: potency is read from the fitted curve at half-maximal effect; % is scaled to controls: 0 for no effect and ±100 for the full control effect; nearly all actives have a fitted effect of over 50% in size
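Quantitative HTS: titrated library compounds versus trypanosomal pyruvate kinase in TEA buffer (pH 7.2) containing KCl, MgCl2, BSA and Tween-20. Reactions were initiated with ADP, 130 uM final. Kinase-Glo Plus luminescence was read after 45 min at RT.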
Cycloheximide cs: Cycloheximide Counterscreen for Small Molecule Inhibitors of Shiga Toxin. AID 2314, 2010. cell reporter, cycloheximide protein synthesis inhibition counterscreen. 300,000 compounds, 12% hits. max response, %; in the data active = max response mostly above about 13%, no sharp cut-off; inactive = mostly below about 14%; also: read at 38.3 µM for the half of the compounds with a filed dose; 0% is about no effect
LmPK inhibitor: qHTS Assay for Inhibitors of Leishmania Mexicana Pyruvate Kinase (LmPK); Q27686; Potency, µM (top dose mostly 57.5 µM), inactives show at the highest dose activity change, negative = inhibition, actives largely listed as inhibitors; purified LmPK, Kinase-Glo ATP luminescence, 1 h; 290,000 compounds, 0.37% hits; also: potency is read from the fitted curve at half-maximal effect; % is scaled to controls: 0 for no effect and ±100 for the full control effect
Target sequence (Q27686 whole entry, looked up): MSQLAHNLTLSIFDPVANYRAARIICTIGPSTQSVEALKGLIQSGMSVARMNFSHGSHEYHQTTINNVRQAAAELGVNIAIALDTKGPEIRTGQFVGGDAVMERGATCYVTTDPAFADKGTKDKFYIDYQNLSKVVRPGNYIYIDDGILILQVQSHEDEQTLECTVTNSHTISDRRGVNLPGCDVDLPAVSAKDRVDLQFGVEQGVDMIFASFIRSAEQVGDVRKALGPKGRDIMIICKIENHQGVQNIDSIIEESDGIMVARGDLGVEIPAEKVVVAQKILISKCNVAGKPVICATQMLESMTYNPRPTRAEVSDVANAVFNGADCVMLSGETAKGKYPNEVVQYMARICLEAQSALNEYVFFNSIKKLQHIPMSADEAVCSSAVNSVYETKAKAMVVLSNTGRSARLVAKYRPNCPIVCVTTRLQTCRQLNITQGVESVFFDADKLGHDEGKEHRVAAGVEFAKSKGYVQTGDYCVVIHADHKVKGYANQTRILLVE
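Purified LmPK (0.1 nM) converted ADP (0.1 mM) to ATP with PEP (0.5 mM) in imidazole buffer pH 7.2 with KCl and MgCl2, 1 h at room temperature. ATP was read by Kinase-Glo luminescence; data normalized to uninhibited and no-enzyme controls.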
Pf growth 48h: Primary qHTS for delayed death inhibitors of the malarial parasite plastid, 48 hour incubation. AID 504832, 2011. 310,000 compounds, 5.9% hits. P. falciparum luciferase growth in erythrocytes, 48 h. Potency, µM (series often up to 28.7 µM), without a hit: at the top dose activity change, negative = inhibition, actives largely listed as inhibitors; also: potency is read from the fitted curve at half-maximal effect; % is scaled to controls: 0 for no effect and ±100 for the full control effect
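First compound was added to culture medium, then infected red cells at 0.1% parasitemia and 2% hematocrit (final). After incubation at 37 C under 5% CO2, luciferase detection reagent was dispensed and light output recorded.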
Shiga inhibitor: A qHTS for Small Molecule Inhibitors of Shiga Toxin; Vero cells, Shiga toxin protein synthesis inhibition reporter; inhibition, % at 38.7 µM; 290,000 compounds, 9.2% hits; AID 2315, 2010; in the data active = inhibition mostly above about 28%, no sharp cut-off; inactive = mostly below about 43%; also: 0% is about no effect
Pf growth 96h: Primary qHTS for delayed death inhibitors of the malarial parasite plastid, 96 hour incubation | Potency, µM (highest dose often 28.7 µM), for the others: at the highest dose activity change, negative = inhibition, hits mostly inhibitors | P. falciparum luciferase reporter growth, 96 h | 320,000 compounds, 6.9% hits; also: potency is read from the fitted curve at half-maximal effect; % is scaled to controls: 0 for no effect and ±100 for the full control effect
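96 h incubation, 37 C, 5% CO2, of luciferase-reporter P. falciparum-infected RBCs (2% hematocrit, 0.05% parasitemia final) with test compounds; endpoint luminescence.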
AmpC no deterg: qHTS Inhibitors of AmpC Beta-Lactamase (assay without detergent). P00811. AmpC nitrocefin hydrolysis, absorbance 480 nm, 0.0001% Triton. Potency, µM (highest dose often 57.1 µM), for inactives: at the highest dose activity change, negative = inhibition, usual class: inhibitors. 330,000 compounds, 0.52% hits. AID 485341, 2010;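 also: potency is read from the fitted curve at half-maximal effect; plate controls were no compound for no effect and no enzyme for full effect; nearly all actives have a fitted effect of over 20% in size; some results filed as inactive show a strong effect at the top dose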
Target sequence (P00811 whole entry, looked up): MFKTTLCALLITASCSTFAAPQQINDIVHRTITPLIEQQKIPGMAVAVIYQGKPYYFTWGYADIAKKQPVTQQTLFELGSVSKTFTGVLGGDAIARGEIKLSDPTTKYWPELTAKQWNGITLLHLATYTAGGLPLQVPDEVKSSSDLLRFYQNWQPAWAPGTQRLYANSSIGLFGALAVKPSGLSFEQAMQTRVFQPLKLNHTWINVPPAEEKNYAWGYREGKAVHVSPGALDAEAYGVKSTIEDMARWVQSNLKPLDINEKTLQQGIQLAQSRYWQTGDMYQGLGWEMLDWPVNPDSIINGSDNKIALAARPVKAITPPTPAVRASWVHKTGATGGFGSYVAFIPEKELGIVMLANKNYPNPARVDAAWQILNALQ
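AmpC (5.3 nM in the dispensed reagent) in 20 mM phosphate pH 7.0 with 0.01% (detergent screen) or 0.0001% Triton X-100 was preincubated with compounds for 15 min at room temperature. Nitrocefin was then added from an 800 uM solution, and hydrolysis was followed at 480 nm.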
* hit, by the source's call; ? = inconclusive; . = no result given; & = joins results of further samples; [ ] = another dose, or the depositor's remark. Unless noted, calls follow the shape of the dose curve; as a rule, active = well fitted curve in the direction sought with a large enough effect; inconclusive = small, poorly fitted or top-dose-only effect, or another doubt; inactive = no such curve, though single readings can be large; an effect the other way counts as inactive or inconclusive.

No.	Compound	Tb PYK inh	Cycloheximide cs	LmPK inhibitor	Pf growth 48h
1	CN(C)c1ccc(N=Cc2ccco2)cc1	-16%	55*	?	0.83µM*
2	O=c1[nH]c(C2CCCCC2)nc2ccccc12	-3%	-2	-5%	6%
3	COc1ccc(OC)c(C2C(C#N)=C(N)N(N(C)C)C3=C2C(=O)CC(C)(C)C3)c1 (stereo not drawn)	1%	-2	-2%	?
4	CC(=O)c1c(C)[nH]c(C(=O)OCC(=O)Nc2ccccc2Cl)c1C	-1%	1	2%	-16%
5	O=C(Cc1ccccc1)Nc1cccc(N2CCCC2)c1	-2%	10	-1%	?
6	Cn1cc(Cl)nc1C(O)c1ccccc1 (stereo not drawn)	-4%	-7	-4%	5%
7	Cc1ccc2oc(Nc3nc(C)cc(C)n3)nc2c1	-3%	11*	-3%	50%[activator]
8	CS(=O)(=O)c1ccc(Cl)c(NC(=O)COC(=O)CCc2c[nH]c3ccccc23)c1	1%	.	.	51%[activator]
9	Cc1cc2ccccn2c1C(=O)c1cc([N+](=O)[O-])cc([N+](=O)[O-])c1	-2%	2	10%	?
10	COc1ccc2cc(CCNC(=O)c3cc4ccccc4o3)c(=O)[nH]c2c1	-5%	-2	-4%	37%[activator]

No.	Shiga inhibitor	Pf growth 96h	AmpC no deterg
1	99*	?	31%
2	-8	38%[activator]	-19%
3	-2	?	0%
4	24	-19%	-38%
5	-1	.	-4%
6	2	-17%	-4%
7	31	44%[activator]	-10%
8	.	52%[activator]	-3%
9	-6	?	-26%
10	36	1.5µM*	0%

Next records follow:
No.	Compound	Tb PYK inh	Cycloheximide cs	LmPK inhibitor	Pf growth 48h
11	Cc1cn2c(=O)c(C(=O)N3CCN(c4ccccc4)CC3)cnc2s1	-1%	.	.	31%[activator]
12	COc1ccc(S(N)(=O)=O)cc1C(=O)NCCCN1CCN(c2ccc(C)cc2)CC1	-2%	-1	-5%	?
13	Cc1ccc(C(=O)N2CCN(S(=O)(=O)c3ccc(C)c([N+](=O)[O-])c3)C2)cc1	5%	-7	0%	-43%[1.15 µM]
14	CCc1nc2c(nnn2Cc2ccc(F)cc2)c(=O)[nH]1	-9%	6	-2%	.
15	O=C(Nc1ccc(F)cc1)c1ccc2c(=O)n(CC3CCCO3)c(=S)[nH]c2c1 (stereo not drawn)	3%	-2	-4%	?
16	CN(C)c1ccc(Nc2cc(Cl)ncn2)cc1	-5%	42*	5%	-32%
17	NCCCC[C@@H](C(=O)NCCCCCCCCCCC(=O)N1CCNCC1)n1cc(CCCC(=O)O)nn1	-5%	.	.	-7%
18	Cn1c(=O)c2c(nc(NCCCO)n2CCc2ccccc2)n(C)c1=O	3%	-3	-6%	4%
19	Cc1cc(NS(=O)(=O)c2ccc(NC(=O)COc3ccccc3Cl)cc2)no1	6%	-4	-1%	1%
20	COc1cc(C(=O)NNC(=O)c2ccccc2OCc2c(C)noc2C)cc(OC)c1OC	-1%	.	.	?

No.	Shiga inhibitor	Pf growth 96h	AmpC no deterg
11	.	32%[activator]	11%
12	-7	?	-18%
13	12	41%[activator]	31%
14	-7	0%	-9%
15	-3	1%	-20%
16	.	?	-21%
17	.	61%[activator]	-1%
18	-9	38%[activator]	-18%
19	21	12%	-35%
20	.	20%	19%

(further entries)
No.	Compound	Tb PYK inh	Cycloheximide cs	LmPK inhibitor	Pf growth 48h
21	COc1cccc(CNC(=O)CCC2CCCN(C(=O)c3ccccc3N(C)C)C2)c1 (stereo not drawn)	7%	8	0%	?
22	Cc1nn(C)c(C)c1CN(C)C(=O)c1cc2n(n1)C(C(F)(F)F)CC(c1cccs1)N2 (stereo not drawn)	-10%	-3	5%	?
23	O=S1(=O)[C@H]2C[C@@H]3CC[C@]2(CN1Cc1cccc(F)c1)O3	-2%	-5	-4%	-1%
24	Cc1ccc(NC(=O)COC(=O)c2ccccc2-c2nc3ccccc3s2)c(C)c1	-2%	-3	2%	-9%
25	NNc1nc2c(F)cc(F)cc2s1	0%	70*	-19%	63%[activator]
26	Fc1ccc2[nH]c3c(NCc4ccccc4)ncnc3c2c1	1%	1	0%	5.9µM*
27	O=C(Cn1cnc2c(nnn2Cc2ccc(F)cc2)c1=O)Nc1ccccc1	-3%	-2	2%	3%
28	CC(C)n1nnnc1SCC(=O)Nc1ccccc1F	4%	0	-11%	7%
29	O=C(NC(=S)Nc1ccc2oc(=O)ccc2c1)c1cccc(F)c1	-7%	-4	1%	52%[activator]
30	CCOC(=O)c1ccccc1NC(=O)COC(=O)C(Cc1c[nH]c2ccccc12)NC(C)=O (stereo not drawn)	3%	.	.	15%

No.	Shiga inhibitor	Pf growth 96h	AmpC no deterg
21	6	?	143%[activator]
22	-12	9.3µM*	160%[activator]
23	1	2%	-21%
24	-13	-11%	-10%
25	82*	36%[activator]	-41%
26	-3	3.7µM*	-40%
27	25	11%	-16%
28	-5	?	-4%
29	-4	24%	-1%
30	.	7%	179%[activator]

Further entries follow:
No.	Compound	Tb PYK inh	Cycloheximide cs	LmPK inhibitor	Pf growth 48h
31	CCCCCC(=O)Nc1cccc(C2=NOC3(C2)C[C@H](C(N)=O)N(C(=O)[C@H]2CCC(=O)N2)C3)c1 (stereo partly drawn)	1%	-3	-5%	40%[activator]
32	CC(C)(O)C#Cc1ccc([C@@H]2C[C@H]3CN(c4ccccc4)C(=O)[C@]34CCCN24)s1	-3%	6	0%	?
33	COc1ccc2[nH]c3c(=O)n(N)c(C)nc3c2c1	-3%	9	-2%	23%
34	CSc1nnc(-c2ccc(S(=O)(=O)N3CCOCC3)cc2)n1CC1CCCO1 (stereo not drawn)	0%	-3	3%	27%
35	CN(C)C(/C=C/Nc1cccc(Br)c1)=C(C#N)C#N	-2%	1	2%	22%
36	COc1cc(-c2nnc(SCC(=O)N3CCCC3)o2)cc(OC)c1OC	-14%	-1	0%	?
37	CC(C)(C)C(=O)NCCCc1ccccc1	0%	-3	-2%	18%
38	Cc1ccc(NC(=O)c2ccc3c(c2)OCCO3)cc1S(=O)(=O)Nc1cccc(Cl)c1	-10%	45*	2%	47%[activator]
39	O=C(NNC(=O)c1sc2cccc(Cl)c2c1Cl)NC1CCCCC1	-2%	-4	2%	-9%
40	O=C1Nc2ccccc2Sc2ccccc21	-1%	-4	0%	-1%

No.	Shiga inhibitor	Pf growth 96h	AmpC no deterg
31	-17	57%[activator]	3%
32	19	-3%	1%
33	14	52%[activator]	-19%
34	27	?	-18%
35	17	2%	-2%
36	31	57%[activator]	20%
37	-21	32%[activator]	-4%
38	88*	81%	-14%
39	-7	-7%	-31%
40	-32	4%	-23%

5 entries from above, with values under each structure.
The line under a structure holds: Tb PYK inh | Cycloheximide cs | LmPK inhibitor | Pf growth 48h | Shiga inhibitor | Pf growth 96h | AmpC no deterg
35. CN(C)C(/C=C/Nc1cccc(Br)c1)=C(C#N)C#N
 : -2% | 1 | 2% | 22% | 17 | 2% | -2%
37. CC(C)(C)C(=O)NCCCc1ccccc1
 : 0% | -3 | -2% | 18% | -21 | 32%[activator] | -4%
38. Cc1ccc(NC(=O)c2ccc3c(c2)OCCO3)cc1S(=O)(=O)Nc1cccc(Cl)c1
 : -10% | 45* | 2% | 47%[activator] | 88* | 81% | -14%
32. CC(C)(O)C#Cc1ccc([C@@H]2C[C@H]3CN(c4ccccc4)C(=O)[C@]34CCCN24)s1
 : -3% | 6 | 0% | ? | 19 | -3% | 1%
33. COc1ccc2[nH]c3c(=O)n(N)c(C)nc3c2c1
 : -3% | 9 | -2% | 23% | 14 | 52%[activator] | -19%

Continuation.
No.	Compound	Tb PYK inh	Cycloheximide cs	LmPK inhibitor	Pf growth 48h
41	CCOC(=O)c1c(C)n(C)c2ccc(OCC(O)CNC(CC)CO)cc12 (stereo not drawn)	-16%	-2	5%	?
42	CC(C)c1ccc(OCC(=O)Nc2cccc(C(=O)Nc3ccccc3C(=O)O)c2)cc1	0%	1	4%	?
43	Cn1c(=O)c2c(nc(NC(Cc3ccccc3)C(=O)O)n2Cc2ccccc2)n(C)c1=O (stereo not drawn)	-11%	10	0%	6.6µM*
44	COc1ccccc1N1CCN(S(=O)(=O)c2ccc3c(c2)oc(=O)n3C)CC1	-4%&0%	-1	-5%	0%
45	COc1ccc(OC)c(N(CC(=O)N2CCC(C)CC2)S(=O)(=O)c2ccc(OC)c(OC)c2)c1	1%	-1	4%	?
46	Cc1cccc2nc(-c3ccccc3)nc(N[C@@H](CO)c3ccccc3)c12	4%	4	3%	13µM*
47	CN1CCN(C(=O)C2=C[C@H](c3ccc(C(F)(F)F)cc3)C[C@H](OCc3ccc(CO)cc3)O2)CC1	1%	1	6%	?
48	O=C(Nc1ccccc1F)c1ccc2ncsc2c1	-23%	61*	-10%	78%[activator]
49	Cn1c(SCC(=O)N2CCCC2=O)nc2ccccc21	-1%	3	-3%	?
50	CCNc1ccc(C(=O)OCC(=O)NC(C)c2ccccc2)cc1[N+](=O)[O-] (stereo not drawn)	-5%	-5	3%	3%

No.	Shiga inhibitor	Pf growth 96h	AmpC no deterg
41	6	2.1µM*	9%
42	-2	9.3µM*	-30%
43	13	54%[activator]	-7%
44	-5	?	37%
45	18	2.6µM*	119%[activator]
46	-11	13µM*	1%
47	-6	?	183%[activator]
48	149*	159%[activator]	-37%
49	14	37%[activator]	-2%
50	-10	37%[activator]	-23%

Random excerpt: 2 entries already listed.
No.	Compound	Tb PYK inh	Cycloheximide cs	LmPK inhibitor	Pf growth 48h
42	CC(C)c1ccc(OCC(=O)Nc2cccc(C(=O)Nc3ccccc3C(=O)O)c2)cc1	0%	1	4%	?
45	COc1ccc(OC)c(N(CC(=O)N2CCC(C)CC2)S(=O)(=O)c2ccc(OC)c(OC)c2)c1	1%	-1	4%	?

No.	Shiga inhibitor	Pf growth 96h	AmpC no deterg
42	-2	9.3µM*	-30%
45	18	2.6µM*	119%[activator]

The listing continues.
No.	Compound	Tb PYK inh	Cycloheximide cs	LmPK inhibitor	Pf growth 48h
51	CSc1nnc(-c2ccco2)c(-c2ccco2)n1	?	16	-1%	-29%
52	CCOC(=O)/C=c1\s/c(=C\c2ccc(C#N)cc2)c(=O)n1CC(=O)NCc1ccco1	-1%	-6	3%	9%
53	COc1c2c(c(C)c3c1C(=O)OC3)O[C@@]1(C)CC[C@@]3(O)C(C)(C)OC(=O)CC[C@]3(C)[C@H]1C2	2%	-6	6%	0%
54	O=C1NC(=O)C(CCc2ccncc2)(CCc2ccncc2)C(=O)N1Cc1ccccc1	5%	-4	-1%	?
55	Cc1ccccc1N(Cc1nnc2n1CCCCC2)C(=O)Nc1ccccc1	-10%	1	7%	4%
56	CC#CC(=O)N1CCC(CO)(CCc2ccccc2)CC1	2%	18*	7%	-11%

No.	Shiga inhibitor	Pf growth 96h	AmpC no deterg
51	21	-3%	-21%
52	-14	66%[activator]	-48%
53	2	-2%	-6%
54	-2	?	40%
55	24	-14%	6%
56	63	-2%	21%

Assay outcomes as filed in PubChem BioAssay.
